High-throughput results: PubChem, National Center for Advancing Translational Sciences (NCATS)
Akt phos inh: blocks phosphorylation of Akt. AID 651550. Neuro2A IGF-stimulated pAkt S473 HTRF, 20 min; stronger effect = lower value. 0.32% of 360,000 active. activity change, % for hits at 50 µM; in the data active = activity change below about -80%; inconclusive = mostly about -51% to -80%; note: % is set by controls: 0 for no effect and ±100 for the full control effect
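Neuro2A cells (4,500/well, DMEM with 0.5% FBS) were treated with compound at a single 50 µM final concentration, stimulated with 6 nM IGF for 20 min at 37 °C, and lysed. Phospho-Akt Ser473 was read by HTRF as 665/615 ratio ×10^4.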
Abeta rescue: A-beta toxicity reversal in yeast | yeast expressing A-beta42, growth rescue, OD600, 48 h; response scale: 0% DMSO, 100% iron-clioquinol control | Potency, µM (doses to about 46.1 µM), inactives show top-dose growth rescue, actives largely listed as activators | 0.063% of 410,000 active | AID 1347071; note: potency is the fitted concentration of half-maximal effect; nearly all actives have a fitted effect of over 55% in size
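Growth rescue measured by 600 nm absorbance after 48 h yeast culture at 30 C with compound. Values normalized between DMSO and an equimolar ferric chloride plus clioquinol control.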
aSyn yeast inh: alpha-synuclein toxicity inhibition in yeast | 0.14% of 370,000 active | Yeast expressing alpha-synuclein, growth rescue, BacTiter-Glo, 24 h | Potency, µM (titrated, usually from 46.1 µM), for inactives: at the top dose growth rescue (activation), most hits filed as activators | AID 652106; note: potency is the fitted concentration of half-maximal effect; % of control where 0% means no effect; nearly all actives have a fitted effect of over 65% in size
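Galactose-induced alpha-syn yeast (OD600=0.02, raffinose-pregrown) + pinned cpd, 24 hr, 30 deg C; growth by BacTiter-Glo luminescence. Growth restoration scores as activation.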
D3 antag: antagonists of human D3 dopamine receptor; D3R cells, DiscoveRx beta-arrestin luminescence, antagonist mode; stronger effect = lower value; 2.5% of 360,000 active; P35462; AID 652054; max response, negative = inhibition, %; in the data active = max response below about -50%; inconclusive = no clear call, values can overlap the other calls; note: % is set by controls: 0 for no effect and ±100 for the full control effect; mostly tested at two doses, the higher about 12 µM
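Cells plated overnight at 1500 cells/well, then exposed to library compounds with dopamine controls for 90 minutes at 37 degrees C. DiscoveRx reagent added for 30–60 minutes at room temperature; luminescence read, quantitative HTS format.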
PTHR1 agonist: activates the human parathyroid hormone receptor PTHR1; HEK293 GP2 PTHR1 cells, GloSensor cAMP luminescence, 1 h; Potency, µM (titrated, usually from 115 µM), without a hit: at the top dose activation, usual class: activators; 0.075% of 410,000 active; AID 743266; note: potency is the fitted concentration of half-maximal effect; nearly all actives have a fitted effect of over 55% in size; some results filed as inactive show a strong effect at the top dose; inactives centre near -15; many of its hits are not listed in these tables
Target sequence (Q03431 whole entry, looked up): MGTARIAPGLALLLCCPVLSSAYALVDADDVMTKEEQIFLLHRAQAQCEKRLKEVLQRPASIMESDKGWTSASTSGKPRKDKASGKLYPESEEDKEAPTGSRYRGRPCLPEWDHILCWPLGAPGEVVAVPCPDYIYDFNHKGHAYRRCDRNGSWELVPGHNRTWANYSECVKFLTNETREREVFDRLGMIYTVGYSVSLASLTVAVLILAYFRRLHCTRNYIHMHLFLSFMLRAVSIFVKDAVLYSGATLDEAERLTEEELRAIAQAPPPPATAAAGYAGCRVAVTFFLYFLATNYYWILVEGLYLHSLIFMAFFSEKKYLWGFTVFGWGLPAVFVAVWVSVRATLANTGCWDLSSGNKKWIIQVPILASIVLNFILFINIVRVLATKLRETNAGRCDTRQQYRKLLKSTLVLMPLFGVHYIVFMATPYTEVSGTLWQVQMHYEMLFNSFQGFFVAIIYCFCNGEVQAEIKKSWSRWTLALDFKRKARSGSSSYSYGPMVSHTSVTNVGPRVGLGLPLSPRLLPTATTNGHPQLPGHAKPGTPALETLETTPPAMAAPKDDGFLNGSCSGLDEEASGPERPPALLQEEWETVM
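HEK-293-derived GP2 cells expressing PTHR1 and a GloSensor cAMP reporter, 3,000/well, plated overnight, given luciferin plus IBMX (each 0.5 mM as added) for 1 h at 37 °C, then compound for 1 h at 37 °C. Luminescence was read after 15 min at room temperature.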
GLP1R ag: agonists of human GLP-1 receptor | HEK293 GLP-1R CRE-luciferase, luminescence, 4-6 h; cells express a hypersensitive GLP-1R form | Potency, µM (titrated, usually from 45.6 µM), inactives show at the highest dose activation, most hits filed as activators | 0.007% of 380,000 active | AID 624172; note: potency is the fitted concentration of half-maximal effect; % of control where 0% means no effect
Target sequence (P43220 whole entry, looked up): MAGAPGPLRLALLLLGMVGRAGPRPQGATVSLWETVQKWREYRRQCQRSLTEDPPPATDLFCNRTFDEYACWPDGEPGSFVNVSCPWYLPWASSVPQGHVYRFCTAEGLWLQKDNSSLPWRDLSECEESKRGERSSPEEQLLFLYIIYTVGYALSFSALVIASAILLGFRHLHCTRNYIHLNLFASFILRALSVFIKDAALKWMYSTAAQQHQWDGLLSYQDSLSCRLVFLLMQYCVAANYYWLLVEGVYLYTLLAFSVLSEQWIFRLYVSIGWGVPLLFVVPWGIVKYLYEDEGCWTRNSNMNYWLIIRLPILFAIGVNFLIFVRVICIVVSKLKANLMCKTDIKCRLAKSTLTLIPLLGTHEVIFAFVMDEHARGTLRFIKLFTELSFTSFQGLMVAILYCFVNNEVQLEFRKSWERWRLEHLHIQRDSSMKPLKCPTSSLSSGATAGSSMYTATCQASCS
GLP-1R inv ag: GLP-1 receptor (human) inverse agonism; P43220; HEK293 GLP-1R CRE-luciferase, luminescence, 24 h; GLP-1R form is constitutively active; Potency, µM (titrated, usually from 38.3 µM), inactives show at the highest dose activity change, negative = inhibition, usual class: inhibitors; 1.6% of 410,000 active; AID 624417; note: potency is the fitted concentration of half-maximal effect; % is set by controls: 0 for no effect and ±100 for the full control effect; nearly all actives have a fitted effect of over 55% in size
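Luminescence readout: a drop in cAMP-driven luciferase signal flags inverse agonism at a constitutively active GLP-1R stably expressed in HEK293. Compound exposure lasted 24 hr at 37 deg C, 5% CO2.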
TDP43 rescue: inhibitors of TDP-43 toxicity in yeast | TDP-43 expressing yeast growth rescue, BacTiter-Glo, 24 h | Potency, µM (series often up to 46.1 µM), for the others: at the highest dose growth rescue (activation), hits mostly activators | 1.8% of 410,000 active | AID 652104; note: potency is the fitted concentration of half-maximal effect; % of control where 0% means no effect; nearly all actives have a fitted effect of over 50% in size
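In this qHTS, compounds that restore growth of yeast expressing TDP-43 appear as activators. Cells (OD600=0.02, galactose medium, raffinose-pregrown) are incubated with compound 24 hr at 30 deg C and growth is quantified by BacTiter-Glo.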
FUS yeast rescue: FUS proteinopathy suppression in yeast; S. cerevisiae FUS-expressing, growth rescue, OD600, 24 h; Potency, µM (highest dose often 76.6 µM), for the others: top-dose growth rescue (activation), most hits filed as activators; 0.24% of 390,000 active;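 note: potency is the fitted concentration of half-maximal effect; plate controls were DMSO vehicle for no effect and reference control for full effect; nearly all actives have a fitted effect of over 55% in size; some results filed as inactive show a strong effect at the top dose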
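Quantitative HTS measuring growth restoration of FUS-toxic yeast. Galactose-induced cells (OD 0.005) were exposed 24hr at 30C to compounds at several concentrations, then absorbance at 600 nm was recorded.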
Starred values were filed as active, the others as inactive; i = inactive; ? = inconclusive; · = no result given; & = joins results of further samples; [ ] = dose if it differs, or a comment. Unless noted, calls come from the whole dose curve; as a rule, active = well fitted curve in the direction sought with a large enough effect; inconclusive = small, poorly fitted or top-dose-only effect, or another doubt; inactive = no such curve, though single readings can be large; an effect the other way counts as inactive or inconclusive. The list is partial (hit frequency here may not be typical).

canonical_smiles	Akt phos inh	Abeta rescue	aSyn yeast inh	D3 antag	PTHR1 agonist	GLP1R ag	GLP-1R inv ag	TDP43 rescue	FUS yeast rescue
CSc1ccc(/C=N/NC(=O)c2ccc(C)c(C)c2)cc1	i	11%	-2%	-14	-17%	4%	?	4%	·
CC(C)Sc1nnc(SCC(=O)N(C)C2CCS(=O)(=O)C2)s1 (configuration not stated)	i	3%	-10%	7	-28%	-4%	0%	24%	-24%
CC1(C)N=C(N)N=C(N)N1CCCCc1ccccc1	i	1%	1%	16	i	-5%	?	2%	·
Cc1ccc(S(=O)(=O)Nc2ccc3nc(C)oc3c2)cc1	i	-9%	12%	6	-74%[inhibitor]	8%	7%	18%	·
COc1ccc(N=C2S/C(=C\c3cc(C)n(C)c3C)C(=O)N2CC(C)C)cc1	i	-5%	14%	5	-16%	16%	0%	10%	·
NS(=O)(=O)c1ccc(NC(=O)COC(=O)c2ccc(Cl)cc2[N+](=O)[O-])cc1	i	3%	0%	1	i	-1%	29%	11%	-13%
NCCc1c(C(=O)O)[nH]c2ccc([N+](=O)[O-])cc12	i	10%	1%	12	-11%	10%	2%	7%	-6%
COc1cccc(CNC(=O)COC(=O)/C=C/c2ccc(SC)cc2)c1	i	11%	-3%[1.84 µM]	-20	-18%	-3%	-6%	-2%	16%
Cc1ccc(CCNC(=O)Cn2ncc3c([nH]c4ccccc43)c2=O)cc1	i	8%&3%	1%	2	i	13%	?	-2%&27%	-1%&-17%
CCC(COC)NC(=O)CCc1nnc(Cc2cccc(C(F)(F)F)c2)o1 (configuration not stated)	i	-5%	3%	37	-4%	5%	1%	-7%	-7%
COc1ccc(CCNC(=O)c2ccc(OCC(=O)N3CCOCC3)c(OC)c2)cc1	i	7%	2%	-5	0%	0%	0%	-2%	2%
O=C(N/N=C/c1cccnc1)c1cccc(S(=O)(=O)Nc2cccc(Cl)c2)c1	i	-4%	9%	4	i	4%	9%	5%	18%
CCOc1c(Br)cc(CNc2ccc(N3CCN(C(C)=O)CC3)cc2)cc1OC	i	13%	10%	10	-31%[inhibitor]	10%	-26%	-1%	21%
COc1ccc(NC(=O)CSCC(=O)N(C)CC(=O)Nc2cccc3ccccc23)cc1	i	-1%	2%	5	i	9%	?	-14%	3%
Cc1nc(-c2nc(-c3c(C(=O)NNC(=O)Nc4cccc(Cl)c4)noc3C)cs2)cs1	i	7%	-2%	-2	-11%	5%	-4%	0%	38%
CC(=O)N1CCN(C(=O)CNC(=O)c2ccc(Br)o2)CC1	i	5%	0%	7	-24%	0%	8%	-3%	-5%
COCCCN1C(=O)C(CC(=O)NCC2CCCCC2)CC(C(=O)N2CCOCC2)=C1C (configuration not stated)	i	-11%	?	10	-8%	-11%	-12%	?	-29%
COc1ccccc1NC(=O)CCn1c(=O)c2cccn2c2ccccc21	i	·	-3%	-16	i	-7%	0%	14%	35%
O=C1C2=C(SCCS2)C(=O)N1CCCO	i	23%	6%	10	i	-1%	-23%	7%	·
O=C(OCCCc1ccncc1)c1ccc(S(=O)(=O)N2CCOCC2)cc1	i	21%	1%	15	-3%[57.5 µM]	5%	-9%	-17%	0%
Cc1nc2ccc(NS(=O)(=O)c3ccccc3Cl)cc2s1	i	-15%	21%	8	-28%	5%	-9%	18µM*	-5%
COc1cccc(CNC(=O)Cn2c(=O)nc(-c3ccccc3F)c3cc(Cl)ccc32)c1	·	-6%	·	·	i	·	4%	14%	-10%
CC(C)NC(=O)c1cc2ccccc2o1	i	-7%	0%	-5	-17%	21%	6%	21%	-34%
O=C1c2c(O)cccc2Cc2cccc(O)c21	i	-5%	5%	2	-2%	-2%&0%	12%	-1%	-36%
COc1ccc(CC(=O)NCc2cccs2)cc1OC	i	4%	-2%	4	-6%	0%	7%	-3%	12%
COc1ccc(OCc2nnc(SCC(=O)Nc3oc(C)c4c(C)n[nH]c(=O)c34)n2C)cc1	i	-3%	-1%	3	-1%	-1%	1%	3%	-24%
CC(C)CN(C(=O)COC(=O)c1cccnc1Cl)c1c(N)n(Cc2ccccc2)c(=O)[nH]c1=O	i	8%	0%	36	i	-3%	0%	9%	·
CC(SCc1ccccc1)C(=O)N/N=C/c1cccs1 (configuration not stated)	i	19%	6%	9	-28%	-5%	-23%	23%	·
CC1CCC2(CC1)NC(=O)N(CC(=O)Nc1ccc(C(N)=O)cc1)C2=O (configuration not stated)	i	4%	8%	18	-15%	-1%	7%	18%	-19%
CC(OC(=O)C1=COCCO1)C(=O)Nc1ncc(Cl)cc1Cl (configuration not stated)	i	4%	1%	11	-36%[inhibitor]	4%	39%[activator]	-15%	7%

Grouped by structure: the entries above containing bromine.
canonical_smiles	Akt phos inh	Abeta rescue	aSyn yeast inh	D3 antag	PTHR1 agonist	GLP1R ag	GLP-1R inv ag	TDP43 rescue	FUS yeast rescue
CCOc1c(Br)cc(CNc2ccc(N3CCN(C(C)=O)CC3)cc2)cc1OC	i	13%	10%	10	-31%[inhibitor]	10%	-26%	-1%	21%
CC(=O)N1CCN(C(=O)CNC(=O)c2ccc(Br)o2)CC1	i	5%	0%	7	-24%	0%	8%	-3%	-5%

Following part
canonical_smiles	Akt phos inh	Abeta rescue	aSyn yeast inh	D3 antag	PTHR1 agonist	GLP1R ag	GLP-1R inv ag	TDP43 rescue	FUS yeast rescue
COCCn1c(SCC(=O)Nc2nc3ccccc3s2)nnc1-c1ccoc1C	i	-2%	-3%	10	-16%	0%	-4%	-4%	20%
Cc1cc(Cl)ccc1NC(=S)N1CCN(Cc2ccccc2)CC1	i	14%	1%	3	-14%	-26%	?	0%	·
O=C(NCc1ccccc1)Nc1cccn(Cc2ccc(Cl)cc2)c1=O	i	9%	1%	-14	-27%	4%	13%	0%	-20%
CC1ON=C(c2cccc3ccccc23)N(C)C1=O (configuration not stated)	i	-1%	-4%	13	-23%	-2%	11%	8%	-17%
CCCCNc1ccccc1C(=O)OCC(=O)Nc1ccc(S(N)(=O)=O)cc1	i	-11%	-5%	6	i	-1%	-25%	-10%	22%
CCc1ccc(NC(=O)CN2C(=O)C(=O)c3ccccc32)cc1	·	-12%	·	·	i	·	7%	-4%	-14%
O=C(c1cccc(F)c1)N1CCN(c2ccc([N+](=O)[O-])c(N3CCOCC3)c2)CC1	i	7%	13%	-5	-18%	2%	5%	16%	·
COc1ccccc1CNC(=O)c1c[nH]c2ccc(S(=O)(=O)Nc3cc(C)cc(C)c3)cc2c1=O	·	-2%	·	·	-35%[inhibitor]	·	?	20%	?
Cc1nc(N2CCN(c3ccccn3)CC2)c2c(C)c(C(=O)Nc3ccc(Br)cc3C)sc2n1	i	-2%	3%	28	-6%	0%	7%	2%	-4%
COc1ccc(C(=O)NCCSCc2ccc(Cl)cc2)cc1OC	i	-4%	-3%	9	-10%	16%	-33%	?	13%
Cc1cccnc1NC(=O)CCNC(=O)c1ccc(Cl)cc1	i	-7%	-7%	0	i	-1%	-13%	-12%	5%
COc1ccccc1NC(=O)CN1C(=O)C2(SCC(=O)N2c2ccc(F)c(F)c2)c2ccccc21 (configuration not stated)	·	-3%	-4%	·	-6%	2%	-18%	13%	42%
Cc1cccc(-c2nc(CS(=O)CC(=O)NCCc3ccc(Cl)cc3)c(C)o2)c1 (configuration not stated)	i	19%	15%	-6	-12%	-1%	?	-6%	12%
NS(=O)(=O)c1ccc(N2C(=O)C3CC=CCC3C2=O)cc1 (configuration not stated)	i	0%	5%	11	-13%	0%	-10%	10%	-35%
O=c1c2sc3ccccc3c2n(Cc2cccc(F)c2)c(=O)n1Cc1ccccc1	·	-9%	·	·	-72%[inhibitor]	-1%	5%	10%	-27%
COc1ccc(Cl)cc1NC(=O)C(OC)c1ccccc1 (configuration not stated)	i	?	1%	-4	-7%	-2%	0%[0.307 µM]	?	8%
Cn1cc([N+](=O)[O-])c(C(=O)Nc2ccc(Br)cn2)n1	i	1%	3%	-19	-30%[57.5 µM]	-11%	-2%	-9%	21%
Cc1ccc(C(=O)N[C@H](C(=O)OCc2cc(=O)oc3cc(C)ccc23)C(C)C)cc1	i	-10%	0%	23	-34%[inhibitor]	3%	1%	17%	-2%
O=C(CSc1nc2c(oc3ccccc32)c(=O)n1Cc1ccco1)Nc1ccccc1	·	-10%	·	·	i	·	10%	5%	-1%
CC(CCc1ccccc1)NC(=O)CSc1n[nH]c(-c2ccccc2Cl)n1 (configuration not stated)	·	-6%	·	·	-1%	·	-11%	12%	6%
CCOCC(=O)Nc1nc2ccccc2s1	i	-8%	2%	1	i	0%	18%	16%	4%
O=C(NC1CCCN(c2ccc(C(F)(F)F)cn2)C1)c1ccnc(Cl)c1 (configuration not stated)	i	7%	0%	10	i	-2%	?	2%	·
CCOc1ccc(N(Cc2ccccc2)C(=O)c2nc(SCC)ncc2Cl)cc1	·	-22%	·	·	-11%	·	5.6µM*	-20%	?
CC(C)CC(N)c1csc(NC(=O)NCCc2ccccc2)n1 (configuration not stated)	i	10%	2%	24	i	8%	?	12%	-11%
CCOc1cccc2c1OC1(C)CC2NC(=O)N1c1cccc(Cl)c1 (configuration not stated)	i	11%	3%	18	-8%[57.5 µM]	-1%	0%	12%	27%
CC1CCc2c(sc(NC(=O)c3cc(-c4cccc(Cl)c4)on3)c2C(N)=O)C1 (configuration not stated)	·	-11%	·	·	-32%[inhibitor]	·	1%	3%	-6%
